GAA glycogen: qHTS Assay for Inhibitors and Activators of Human alpha-Glucosidase Cleavage of Glycogen | Potency, µM (top dose mostly 76.4 µM), without a hit: top-dose activity change, negative = inhibition, hits mostly inhibitors | hit rate 0.38% among 300,000 | recombinant GAA, glycogen substrate, Amplex Red glucose oxidase fluorescence; active = well fitted inhibition curve with a large enough effect;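 note: 0% = full enzyme reaction and -100% = no-enzyme basal signal; the screen sought inhibitors and activators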
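qHTS, 1536-well; enzyme 4 nM final; cpd up to 77 uM; substrate bovine liver glycogen 30 ug; 50 mM citrate/phosphate pH 5.0, 0.01% Tween-20; 37 C, 40 min; Amplex Red detection 45 min RT; Hill fit → AC50.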
An asterisk follows results filed as active; [ ] = dose if it differs, or a comment. Potency is the fitted concentration of half-maximal effect. This is a subset (hit frequency here may not be typical).

Structure,GAA glycogen
COc1ccccc1N(CC(O)CN1CCOCC1)S(=O)(=O)c1ccccc1 (centres undefined),4%
CC(=O)N1CCc2c(sc3c2c(=O)n(Cc2ccccc2)c(=O)n3CC(=O)NCC2CCCO2)C1 (centres undefined),0%[76.3 µM]
CCOC(=O)C1(Cc2ccccc2C)CCCN(S(=O)(=O)CC)C1 (centres undefined),-10%[76.3 µM]
COc1ccc(OCC(=O)Nc2cc(OC)ccc2N2CCCCC2)cc1,-11%[76.3 µM]
Cc1ccc(S(=O)(=O)N2CCN(c3ncccn3)CC2)c(C)c1,-12%[76.3 µM]
O=C1CCC(C(=O)N2CCCCO2)CN1CCc1ccc(Cl)cc1 (centres undefined),7%[76.3 µM]
CC(C(=O)C12CC3CC(CC(C3)C1)C2)N1CCOCC1 (centres undefined),-13%[76.3 µM]
COc1ccc(-c2noc(C3CCCN(C(=O)c4ccc(F)cc4)C3)n2)cc1 (centres undefined),-1%[76.3 µM]
O=S(=O)(c1ccc(NCc2ccccc2)cc1)N1CCOCC1,-1%[76.3 µM]
O=C(CCNC(=O)C1CCN(S(=O)(=O)c2ccccc2)CC1)NCc1cccc(Cl)c1,-7%[76.3 µM]
NS(=O)(=O)c1cccc(NC(=O)c2ccccc2NS(=O)(=O)c2ccc(F)cc2)c1,6%
O=C(CN1C(=O)c2cccc3cccc1c23)NC1CCCCC1,1%
CN(C(=O)c1ccc(Oc2ccc([N+](=O)[O-])cc2)cc1)C1CCCCC1,0%[76.3 µM]
Cc1ccc(NC(=O)CCN2C(=O)c3ccccc3C2=O)c(C)c1,-2%
CC(=O)N1CCOc2ccc(S(=O)(=O)N3C(C)CCCC3C)cc21 (centres undefined),-6%[76.3 µM]
COc1ccccc1CNC(=O)C(C)Oc1ccccc1 (centres undefined),-2%[76.3 µM]
CC1CCN(S(=O)(=O)c2cnc[nH]2)CC1,-3%[76.3 µM]
CCOc1ccc(S(=O)(=O)N2CCCC(C(=O)NCc3cccnc3)C2)cc1Cl (centres undefined),4%
COc1ccc(N2CCN(CCNC(=O)Nc3ccc(C)c(Cl)c3)CC2)cc1,-2%
O=C(CN1C(=O)NC2(CCCc3ccccc32)C1=O)NCC(F)(F)F (centres undefined),3%
[2H]C(CCOS(N)(=O)=O)c1ccccc1 (centres undefined),-3%[76.3 µM]
O=C(CN1CCN(c2ccccc2)CC1)Nc1ccncc1,14%[76.3 µM]
Cc1ccccc1NC(=O)CN1CCN(C(=O)c2ccco2)CC1,-1%[76.3 µM]
O=C(CNC(=O)c1nc[nH]c1C(=O)NCc1ccccc1)OCc1ccccc1,-7%[76.3 µM]
CC(C)COC(=O)N1C[C@H](O)C[C@H]1C(=O)Nc1ccc(Cl)cc1,-3%
COc1ccc(OC)c(NC(=O)c2ccc3c(c2)C(=O)N(CC2CCCO2)C3=O)c1 (centres undefined),-6%
COc1ccc(NC(=O)CN(C)C(=O)c2cnc(Cl)c(Cl)c2)cc1,-1%
O=C(Cc1cccs1)NCc1cc(Cl)cc(Cl)c1,0%
COc1ccccc1CNC(=O)CN(C)S(=O)(=O)c1ccc(F)cc1,0%
Cn1c(SCC(=O)Nc2ccc(C(N)=O)cc2)nc2c(c1=O)SCC2,4%[76.3 µM]

Next part; it opens with the two that closed the last part.
Structure,GAA glycogen
COc1ccccc1CNC(=O)CN(C)S(=O)(=O)c1ccc(F)cc1,0%
Cn1c(SCC(=O)Nc2ccc(C(N)=O)cc2)nc2c(c1=O)SCC2,4%[76.3 µM]
CSc1nsc(SCC(=O)Nc2ccc(NC(C)=O)cc2)n1,1%[76.3 µM]
CCc1c(C)sc(NC(=S)N2CCN(C(=O)C3CCCO3)CC2)c1C(=O)OC (centres undefined),1%[76.3 µM]
O=c1c2ccccc2nc(/C=C/c2ccc(Br)cc2)n1CCCO,5%
CCC(=O)Nc1ccc2c(c1)N(C(C)=O)c1ccccc1CC2,-4%[76.3 µM]
Cc1cc2nccc(-c3ccc(F)cc3)n2n1,0%
Cc1sc2ncnc(NCC(c3ccccc3)N(C)C)c2c1C (centres undefined),-11%
Cc1[nH]n(-c2ccccc2)c(=O)c1/C=N/NC(=O)c1cccc(F)c1,9%
CC(NC(=O)COc1ccc(/C=N/NC(=O)CO)cc1)c1ccccc1 (centres undefined),5%[76.3 µM]
Cc1ccc(C(=O)Nc2ccncc2)c(C)c1,4%[76.3 µM]
Cc1ccc(N(Cc2ccccc2O)C(=O)c2ccccc2F)cc1,-14%[76.3 µM]
CC(C)S(=O)(=O)C1=NSC2=NC(=O)/C(=C\c3ccc(OC(=O)c4ccco4)cc3)C(=N)N21,5%[76.3 µM]
COC(=O)C1CCN(Cc2nnc(-c3ccccc3)o2)CC1,7%
O=C(CNC(=O)c1ccco1)OCc1ccc(Br)cc1,1%[76.3 µM]
CCCCOc1ccc(N(CC(=O)NC2CCCCC2)C(=O)CCC(=O)Nc2ccccn2)cc1,0%[76.3 µM]
O=C(O)c1cc(-c2ccccc2Cl)n(-c2ccc(F)cc2)n1,1%
Cc1ccc(CN2[C@@H](CC3CCCCC3)COCCS2(=O)=O)cc1,17%[76.3 µM]
COc1ccc2c(c1)c(CC(=O)NCc1cc([N+](=O)[O-])ccc1O)c(C)n2C(=O)c1ccc(Cl)cc1,-10%[76.3 µM]
O=C(NCc1ccccn1)Nc1ccc(F)c(Cl)c1,-2%[76.3 µM]
CCC1(C)Cc2ccccc2-c2nc(SCC(N)=O)[nH]c(=O)c21 (centres undefined),6%
CCOc1ccc(CCNC(=O)CCC(=O)N2CCSc3ccccc32)cc1OCC,-12%[76.3 µM]

The results go on.
SMILES	GAA glycogen
Cc1c2cnn(CC(=O)N3CCOCC3)c(=O)c2c(C)n1Cc1ccccc1F	-9%[76.3 µM]
COc1ccc(/C=C(\NC(=O)c2ccccc2)C(=O)NCC2CCCO2)cc1 (centres undefined)	7%
COc1cc2cc(C(=O)N/N=C/c3ccccc3Cl)[nH]c2cc1OC	5%
COC(=O)c1cc(OC)c(OC)cc1N1C(=O)CCCC1=O	3%
CCOc1ccc(S(=O)(=O)NC2CC2)cc1	-11%[76.3 µM]
Cc1ccc(C(=O)OCC(=O)N(CC(C)C)c2c(N)n(Cc3ccccc3)c(=O)[nH]c2=O)s1	-4%[76.3 µM]
COC(C(=O)Nc1ccnn1C1CCN(Cc2ccc(C)s2)CC1)c1ccccc1 (centres undefined)	-5%[76.3 µM]
COc1ccc(C(=O)NCCOC(C)C)cc1OC1CCN(C(C)=O)CC1	-1%[76.3 µM]
COc1ccccc1CNC(=O)C12CC3CC(CC(C3)C1)C2	-10%[76.3 µM]
Cc1nc(C)c(-c2ccc(SCC(=O)Nc3ccc(C)c(Cl)c3)nn2)s1	3%[76.3 µM]
COc1cc(C(=O)OCC(=O)N(C)c2ccccc2)cc(OC)c1OC	-5%
O/N=C(\CN1CCCCC1)c1ccccc1	8%
CC(C)(C)OC(=O)N1CCC(c2c(C(=O)NCC3CCN(C4CCCC4)C3)cnn2-c2ccccc2)CC1 (centres undefined)	-2%[76.3 µM]
N#Cc1c(-c2ccccc2)nc(N2CCN(Cc3ccccc3)CC2)[nH]c1=O	4%
COc1ccc(Br)cc1CN(C)CC(=O)NCCc1ccc(S(N)(=O)=O)cc1	-15%

Quoted at random: six compounds from above
SMILES	GAA glycogen
COc1cc(C(=O)OCC(=O)N(C)c2ccccc2)cc(OC)c1OC	-5%
COC(C(=O)Nc1ccnn1C1CCN(Cc2ccc(C)s2)CC1)c1ccccc1 (centres undefined)	-5%[76.3 µM]
N#Cc1c(-c2ccccc2)nc(N2CCN(Cc3ccccc3)CC2)[nH]c1=O	4%
Cc1c2cnn(CC(=O)N3CCOCC3)c(=O)c2c(C)n1Cc1ccccc1F	-9%[76.3 µM]
O/N=C(\CN1CCCCC1)c1ccccc1	8%
COc1ccc(/C=C(\NC(=O)c2ccccc2)C(=O)NCC2CCCO2)cc1 (centres undefined)	7%

Quoted from the listing:
For GAA glycogen, COc1ccccc1CNC(=O)C12CC3CC(CC(C3)C1)C2 reads -10%[76.3 µM]
For GAA glycogen, COc1ccc(Br)cc1CN(C)CC(=O)NCCc1ccc(S(N)(=O)=O)cc1 reads -15%
For GAA glycogen, Cc1ccc(C(=O)OCC(=O)N(CC(C)C)c2c(N)n(Cc3ccccc3)c(=O)[nH]c2=O)s1 reads -4%[76.3 µM]
For GAA glycogen, COc1ccc(/C=C(\NC(=O)c2ccccc2)C(=O)NCC2CCCO2)cc1 (centres undefined) reads 7%

Other structures:
SMILES	GAA glycogen
COCCNC(=S)N1CCN(c2nc(-c3ccc(F)cc3)cs2)CC1	-10%[76.3 µM]
COc1ccc(OCc2cc(C(=O)N3CCCCCCC3)no2)c(Cl)c1	1%[76.3 µM]
Cc1c(Cl)cccc1NC(=O)CN(C1CCCCC1)S(C)(=O)=O	4%[76.3 µM]
CCCc1ccc2oc(C(=O)N3CCN(C4CCS(=O)(=O)C4)CC3)c(C)c2c1 (centres undefined)	5%[76.3 µM]
COc1ccc(OC)c(CNC(=O)CCc2cn(C)c3ccccc23)c1	-2%
COc1ccc(Nc2nc(-c3ccncc3)nc3ccccc23)cc1	5%
CC(=O)N[C@H]1[C@H](OC2CCCCC2)O[C@H](COC(C)=O)[C@@H](OC(C)=O)[C@@H]1OC(C)=O	-5%
CC(C)(CCC(=S)N1CCOCC1)C1CCCCC1	10%[76.3 µM]
COc1ccc([C@]23Cc4ccccc4C(O2)C2=C(CC4(CCCCC4)OC2=O)O3)cc1	-12%[15.3 µM]
CCCNc1c(NS(=O)(=O)c2ccc(C3CCCCC3)cc2)c(=O)oc2ccccc12	-17%[76.3 µM]
COc1cccc2cc(C(=O)Nc3ccccc3Cl)/c(=N/NS(=O)(=O)c3ccccc3)oc12	-5%[76.3 µM]
Cc1nc(Nc2cccc(Cl)c2)c2oc3ccccc3c2n1	0%
O=S(=O)(c1ccccc1)c1ccc(N2CCCCCC2)cc1	-12%[76.3 µM]
Cc1ccc(C(=O)Nc2ccccc2C(=O)N2CCN(c3ccccc3)CC2)cc1	-4%[76.3 µM]
COc1ccccc1CNC(=O)Cn1cc([N+](=O)[O-])ccc1=O	-4%[76.3 µM]
CSCCC(=O)N1CCC(n2nccc2NC(=O)c2ccc3c(c2)OCO3)CC1	-4%[76.3 µM]
COC(=O)[C@H](Cc1ccccc1)NC(=O)NCCc1ccccc1F	3%
CC(=O)c1cc(C(=O)NC2CCCc3c2cnn3-c2cc(C)cc(C)c2)[nH]n1 (centres undefined)	-2%[76.3 µM]
CCN(CC)CCN(C(=O)c1ccc2c(c1)OCCO2)c1nc2cc3c(cc2s1)OCO3	1%[76.3 µM]
COc1ccc(CNC(=O)CN2C(=O)NC(C)(c3ccc(C(C)(C)C)cc3)C2=O)cc1 (centres undefined)	0%
CC(C)Oc1ccc(CNC(=O)CCC(=O)N2CC(C)Sc3ccccc32)cc1 (centres undefined)	-7%[76.3 µM]
CSc1n[nH]c(N)c1S(=O)(=O)c1ccc(Cl)cc1	-8%
OCCC1CN(CCCc2ccccc2)CCN1CCc1ccccc1 (centres undefined)	10%[76.3 µM]
COCCSc1nnc(NC(=O)CCS(=O)(=O)c2ccccc2)s1	-4%
CCC1Sc2ccc(S(=O)(=O)Nc3ccc(OC)c(OC)c3)cc2NC1=O (centres undefined)	-4%[76.3 µM]
CCc1c(O)nc(SCC(=O)Nc2ccc(Br)cc2)n(-c2ccc(C)cc2)c1=O	7%[76.3 µM]
CNC(=S)N/N=C/c1c(C)c(C(=O)c2ccc(F)cc2)n2ccccc12	-20%
O=C(O)c1nccnc1C(=O)Nc1ccc(Cl)cn1	6%
Cc1ccc(N2C(=O)Nc3ccccc3S2(=O)=O)cc1Cl	-8%
COc1ccc(NC(=O)NCCN2CCCCC2)cc1	5%[76.3 µM]
COCCNC(=S)N(CCc1c(C)[nH]c2ccc(OC)cc12)Cc1ccco1	-13%
Cc1ccc(N(Cc2cc(=O)[nH]c3ccccc23)C(=O)CCl)c(C)c1	4%
COc1cc2c(cc1OC)C(C)N(C(=O)c1cc(Cl)nc(Cl)c1)CC2 (centres undefined)	10%
CCOC(=O)c1cc(S(=O)(=O)Nc2cccc(OC)c2)cn1C	-1%[76.3 µM]
CCN(CC)c1ccc2nc3ccccc3[n+](CC)c2c1	-18%[76.3 µM]
Cc1cc(C)c(S(=O)(=O)c2ccccc2C)c(OCCN(C)C)n1	5%
O=C(CN1CCN(c2ccc(Cl)cc2)CC1)c1ccccc1	-1%
O=[N+]([O-])c1ccc(N2CCN(c3ccc(F)cc3)CC2)nc1	-2%
CCOC(=O)N1CCN(C(=O)C(=O)Nc2sc3c(c2C(=O)O)CC(C)(C)OC3)CC1	1%[76.3 µM]
Cc1cc(S(=O)(=O)Nc2cccnc2)c(Cl)cc1Cl	-9%[76.3 µM]
Cc1cccc(C(=O)NCCC(=O)Nc2ccc(F)c([N+](=O)[O-])c2)c1	-5%
CCc1ccccc1-n1nnc(-c2ccccc2)n1	-10%
O=C(N/N=C/c1ccc(F)cc1)c1cc[n+]([O-])cc1	-3%[76.3 µM]
Cc1cccc(Nc2ncnc3onc(-c4cccc(Cl)c4)c23)c1	-20%[76.3 µM]
Oc1ccc(-c2ccccc2)cc1CN1CCCCCC1	0%
Cc1ccc(NC(=O)CCC(=O)c2cccs2)cc1F	-13%[76.3 µM]
CCOc1ccc(N(C(=O)c2snc(C(N)=O)c2N)C(CC)C(=O)NC2CCCC2)cc1 (centres undefined)	-3%
CCCOc1ccc(Cc2c(O)nc(SC)[nH]c2=O)cc1	12%[76.3 µM]
Oc1ccccc1CNc1nccs1	5%
O=C(O)c1ccccc1-c1ccccc1C(=O)Nc1ccc2c(c1)CCC2	4%[76.3 µM]

High-throughput results: PubChem, National Center for Advancing Translational Sciences (NCATS)
